TAAR1 agonist = human TAAR1 agonism | Q96RJ0 | CHO RD-HGA16 TAAR1, Fluo-8 calcium fluorescence; vehicle wells 0%, saturating PEA agonist 100% | activation, % at 3 µM | 360,000 compounds, 0.99% hits;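 active = activation above the mean activation of all test compounds in the run plus 3 SD, cut at about 38% in these data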
Target sequence (Q96RJ0 whole entry, looked up): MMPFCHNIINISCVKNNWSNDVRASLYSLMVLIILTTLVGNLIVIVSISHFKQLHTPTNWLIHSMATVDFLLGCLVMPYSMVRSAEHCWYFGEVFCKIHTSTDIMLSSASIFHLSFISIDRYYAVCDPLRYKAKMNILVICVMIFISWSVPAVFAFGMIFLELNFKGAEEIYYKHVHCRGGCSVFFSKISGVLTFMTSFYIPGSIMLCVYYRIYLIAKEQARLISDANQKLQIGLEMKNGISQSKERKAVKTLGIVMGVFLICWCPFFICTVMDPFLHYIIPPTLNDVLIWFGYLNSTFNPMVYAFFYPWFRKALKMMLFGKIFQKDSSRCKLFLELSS
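Benchmarks: low control DMSO, high control PEA (EC100); System: CHO RD-HGA16 cells carrying human TAAR1 plus Gα16; Detection: Fluo-8 fluorescence, 5 s baseline then 140 s kinetic read; Schedule: 17-24 h plating, Fluo-8 75 min 37 °C, 30 min RT; Read-out basis: % activation from peak over basal fluorescence ratio, DMSO-to-PEA scaled.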
OXTR potentiator = potentiators of human oxytocin receptor | P30559 | CHO-OTR cells, Fluo-8 calcium fluorescence, potentiator mode; 0% = oxytocin EC15, 100% = EC100 | activation, % at 3 µM | 320,000 compounds, 0.061% hits | AID 2445;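 active = activation above that plate's cutoff, the mean activation of tested compounds plus 3 SD, cut at about 6.6% in these data, passing the limit was not always enough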;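 also: 100% uses oxytocin at 75 nM as the full agonist control; some results filed as inactive read as strong as hits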
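Measured by – Fluo-8 calcium dye fluorescence · Test system – human OTR in CHO cells · Dosing – one concentration, 3.0 µM compound · Controls – EC15 oxytocin alone as 0%, 75 nM oxytocin as 100% · Evaluation – normalized max/min fluorescence ratio, % activation · Timing – 6 min pre-incubation, 100 s read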
CHO-K1 Ca ag = nonselective activator or artifact in parental CHO-K1 cells. Fluo-8 calcium fluorescence; scaled to maximal ATP response, vehicle zero. activation, % at 3 µM. 360,000 compounds, 0.48% hits; in the data active = activation above about 15%;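 also: untransfected CHO-K1 host cells lacking M1 receptor as counterscreen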
CHO-K1 Ca antag = M1 antagonist counterscreen hit in parental CHO-K1 cells | ATP-induced calcium, Fluo-8 fluorescence | inhibition, % at 3 µM | 360,000 compounds, 0.6% hits;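 active = inhibition above a per-plate cutoff, the plate's mean sample inhibition plus 3 SD, cut at about 24% in these data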;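 also: 0% = DMSO plus EC80 ATP and 100% = DMSO alone without ATP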
CHO parental Ca = counter-screen: ATP calcium response change in parental CHO cells. parental CHO-K1, ATP-induced calcium, Fluo-8 fluorescence. inhibition, % at 5.6 µM. 330,000 compounds, 0.63% hits. AID 463079;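 active = inhibition above that plate's mean sample inhibition plus 3 SD, cut at about 26% in these data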;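 also: 0% = ATP-challenged DMSO wells and 100% = DMSO wells without ATP; some compounds past the cut are filed as inactive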
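Material – parental CHO cells · Reagent – ATP stimulus · Compound – single nominal dose of 5.6 µM per compound · Detection – Fluo-8 fluorescence · Read-out basis – percent inhibition of calcium signal · Controls – ATP-challenged DMSO wells low, unchallenged DMSO wells high · Repeats – no replicates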
M1 PAM parental = M1 PAM counterscreen hit in parental CHO-K1 cells; activation, % at 3 µM; 360,000 compounds, 0.02% hits; ATP EC20, Fluo-8 calcium fluorescence; 0% at ATP EC20, 100% at ATP max;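 active = activation above the run cutoff, the mean activation of all test compounds plus 3 SD, cut at about 40% in these data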;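 also: peak over basal fluorescence ratio in a 140 s read after ATP addition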
TAAR1 antagonist = antagonists of human TAAR1; AID 624466; CHO RD-HGA16 TAAR1, Fluo-8 calcium fluorescence, antagonist; inhibition, % at 3 µM; 360,000 compounds, 1.5% hits;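 active = inhibition above a per-plate cutoff, the mean inhibition of test compounds on that plate plus 3 SD, cut at about 49% in these data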;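 also: 0% = DMSO plus EC80 beta-PEA response and 100% = DMSO alone without agonist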
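Test system – hTAAR1-expressing CHO RD-HGA16 cells, Gα16-coupled · Also added – β-PEA at EC80 concentration, post-compound challenge · Compound – 3 µM, single point · Incubation – dye loading 75 min at 37 °C, then 30 min room temperature · Measured by – Fluo-8 intracellular calcium dye fluorescence, real-time kinetic reads · Benchmarks – vehicle and agonist controls · Replicates – singlicate, one well per test compound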
V1aR counter = activates human V1a receptor in oxytocin agonist counter-screen; P37288; CHO-V1R cells, Fluo-8 calcium fluorescence, agonist mode; 0% DMSO, 100% 3 nM vasopressin; activation, % at 3 µM; 320,000 compounds, 0.25% hits; AID 2797;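 active = activation above the mean activation of all tested compounds plus 3 SD, per screening run, cut at about 20% in these data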;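 also: signal is peak over basal fluorescence ratio across a 100 second FLIPR read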
Target sequence (P37288 whole entry, looked up): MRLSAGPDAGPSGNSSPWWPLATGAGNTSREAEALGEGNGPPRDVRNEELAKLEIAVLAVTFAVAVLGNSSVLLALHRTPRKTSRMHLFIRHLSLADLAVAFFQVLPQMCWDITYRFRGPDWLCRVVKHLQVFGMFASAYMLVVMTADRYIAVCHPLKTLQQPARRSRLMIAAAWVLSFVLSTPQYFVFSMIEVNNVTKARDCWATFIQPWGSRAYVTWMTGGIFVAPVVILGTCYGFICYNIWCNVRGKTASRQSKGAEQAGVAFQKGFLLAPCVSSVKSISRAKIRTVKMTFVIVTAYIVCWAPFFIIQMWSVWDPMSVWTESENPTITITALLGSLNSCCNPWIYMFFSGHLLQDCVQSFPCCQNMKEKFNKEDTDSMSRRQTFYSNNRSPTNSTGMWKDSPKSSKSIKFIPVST
CHRM1 agonist = activates human CHRM1 receptor; P11229; CHO-K1 hM1, Fluo-8 calcium fluorescence, agonist mode; 0% DMSO, 100% acetylcholine EC100; activation, % at 3 µM; 360,000 compounds, 0.33% hits; AID 588814;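 active = activation above the run's mean compound activation plus 3 SD, cut at about 16% in these data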;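 also: peak over basal fluorescence ratio within a 140 s kinetic read after compound addition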
An asterisk follows results filed as active; · = no result given.

Sequence of screens: CHO parental Ca	OXTR potentiator	CHRM1 agonist	TAAR1 agonist	CHO-K1 Ca antag	M1 PAM parental	V1aR counter	TAAR1 antagonist	CHO-K1 Ca ag
COc1ccc2o/c(=N\O)c(C(=O)Nc3ccc(C)cc3)cc2c1
    ·	·	-7	0	-26	11	·	-13	0.9
CN(C)S(=O)(=O)c1cccc(NC(=O)c2cc(-c3cccs3)nn2-c2ccccc2)c1
    1	-5	-8	6	-6	17	1.2	-14	0.7
CCOc1ccc(OCC)c(NC(=O)CN2CCN(C(=O)c3ccco3)CC2)c1
    -9	6	-1	1	-9	15	0.0	-1	1.1
CC(C)CN(C(=O)COC(=O)c1ccc2ccccc2c1)c1c(N)n(Cc2ccccc2)c(=O)[nH]c1=O
    -20	4	0	3	-7	-3	0.3	-15	0.3
O=C(COc1ccc(Cl)cc1)N/N=C/CCc1ccccc1
    -14	-3	-6	7	-20	13	-0.3	3	0.2
Cc1[nH]c2c([N+](=O)[O-])cccc2c1C
    -3	-1	-5	9	-9	10	-0.4	-5	0.5
Cc1ccc(OCC(=O)NCC(=O)Nc2ccc(F)cc2)c([N+](=O)[O-])n1
    11	-8	-5	7	-20	27	0.8	1	1.1
CCC(C)(C(=O)NC1CCCC1)N(Cc1ccco1)C(=O)Cc1cccs1 (configuration not stated)
    -16	-11	-2	8	-9	14	0.4	6	0.2
O=C(CN1C2=NCCN2c2ccccc21)c1ccc(Br)cc1
    -23	-14	-7	7	-10	23	4.6	-3	1.4
Cc1ccsc1C(=O)N1CCC1(C)C(=O)NCC(C)(C)C (configuration not stated)
    ·	·	0	1	-6	9	·	-5	-0.5
O=C(NCCc1ccccc1)c1ccccc1NS(=O)(=O)N1CCCC1
    -17	3	-5	5	-35	10	-0.6	-10	3.6
CCC(C)C(NC(=O)c1ccccc1)C(=O)N1CCN(C(=O)c2ccccc2)CC1 (configuration not stated)
    ·	·	-1	3	-16	21	·	-17	0.4
CC(C)NC(=O)NC(=O)COC(=O)/C=C/c1ccc2c(c1)OCO2
    -11	2	-4	1	-21	9	0.3	-12	0.1
COCc1c(C(=O)Nc2cccc(S(=O)(=O)N3CCCCC3)c2)oc2ccccc12
    -8	-5	-2	·	13	-21	1.6	·	-0.4
O=C1Cc2cc(NS(=O)(=O)c3ccc([N+](=O)[O-])cc3)cc3c2N1CCC3
    -2	-8	-8	1	-5	3	-0.8	7	-0.4
Cc1[nH]c2ccccc2c1C(=O)C(=O)NCCCc1ccccc1
    -12	-8	0	6	-5	27	0.8	9	11
COc1cccc(NC(=O)CN(C)C(=O)/C=C/c2cn(Cc3ccccc3)nc2-c2cccnc2)c1
    -24	-6	-2	-2	-1	0	-1.1	-2	0.3
CCCN1CCN(CCCNC(=O)Cn2nc(C)n3c(cc4cc(F)ccc43)c2=O)CC1
    -5	-5	-6	19	-5	1	0.2	-29	0.7
COc1ccc(N2CCN(C(=O)c3csc4ccccc34)CC2)cc1
    -4	-4	7	7	-4	13	1.8	10	2.2
CCOc1ccccc1/C=N/NC(=O)c1nnn(-c2nonc2N)c1CN1CCC(C)CC1
    -14	2	-4	1	-8	17	-0.1	-11	1.4
CCOc1ccc(S(=O)(=O)N(CC)CC(=O)NC2CCS(=O)(=O)C2)cc1 (configuration not stated)
    -6	1	-2	2	3	-16	-0.2	12	-0.4
COc1ccc(CN(CCc2ccccc2)Cc2ccccc2)cc1OC
    -50	-14	0	18	4	-3	0.3	12	-0.6
CCC(=O)Nc1cccc(NC(=O)c2ccc3c(c2)OCO3)c1
    -13	-12	-2	6	9	10	0.3	15	6.6
COc1ccc(N2CCN(C(=O)c3cn(CC4CCCCC4)nn3)CC2)cc1
    -18	-9	-1	0	-9	3	4.4	-21	6.9
COc1ccc(/C=N/NS(=O)(=O)c2ccccc2)cc1OS(=O)(=O)c1ccc(C)cc1
    18	-18	9	30	4	11	3.9	36	1.7
O=C(CNC(=O)c1cccs1)c1ccc(F)cc1
    -1	-5	-1	0	-26	23	0.5	-1	3.0
Cc1cc(/C=C(\C#N)C(=O)NC2CCCCCC2)c(C)[nH]1
    4	-6	-10	4	-14	28	-0.7	9	0.8
N#CCc1nc(C(c2ccccc2)c2ccccc2)no1
    -7	8	-7	1	3	9	-0.1	-32	0.3
CCCCn1nc(C(=O)NC2CCCCC2)c2ccccc2c1=O
    ·	·	2	7	-9	3	·	-33	-0.4
COCCN1C(=O)C(=O)/C(=C(/O)c2ccc(S(=O)(=O)N3CCCCC3)cc2)C1c1ccc(OC)c(OC)c1 (configuration not stated)
    -17	-9	0	-1	2	3	-0.1	-20	0.9
COc1ccc(NC(=O)N(C)C[C@@H]2Oc3cc(Br)ccc3S(=O)(=O)N([C@H](C)CO)C[C@H]2C)cc1
    ·	·	-2	5	-5	4	·	-7	-0.2
Nc1nc2c(ncn2[C@@H]2O[C@H](CNS(=O)(=O)N3CCCC3)[C@@H](O)[C@H]2O)c(=O)[nH]1
    ·	·	-5	3	-9	15	·	-16	0.6
Fc1ccc(-c2ccnn2-c2ccccc2)cc1
    -5	-12	-5	1	-7	4	-1.0	-21	-0.4
Cc1ccc(Cl)c(OCC(=O)N2CCc3ccccc3C2)c1
    -12	-21	-9	0	-6	5	-1.2	-21	1.3
CCOC(=O)c1sc(-n2[nH]c(C)cc2=O)nc1C
    -9	-3	1	4	-3	-3	0.5	14	0.2
C/C(=N\O)C(C)Oc1ccc(Cl)cc1 (configuration not stated)
    -9	-5	-4	6	2	-7	-1.1	6	0.2
CCN(CC)CCc1c(C)[nH]c(C(=O)OCc2ccccc2)c1C
    -4	-1	-8	71*	-10	17	0.6	26	0.7
Cc1ccc(C2=NC(C)(C)N=C2SCC(=O)Nc2ccc(Cl)cc2)cc1
    -10	-12	-3	6	-11	19	0.3	20	1.0
Nc1nc(CSc2nnnn2-c2ccccc2)nc(Nc2ccccc2)n1
    ·	·	2	2	-16	7	·	-34	1.9
C/C(=N\NC(=O)c1cccc(Cl)c1)c1cccc(NC(=O)C(C)C)c1
    -4	-12	-4	12	10	0	0.2	11	0.3
CCCCNC(=O)n1c(SC)nc2ccccc21
    5	-4	-2	1	-8	17	1.2	6	-0.1
COc1ccc(Cl)cc1NC(=O)CSc1nnc(Cc2ccc(C)cc2)c(=O)[nH]1
    -5	-3	-2	1	7	-15	-0.1	-19	0.0
CNC(=O)c1cc(C(=O)c2ccc(F)cc2Cl)c[nH]1
    4	-2	3	6	-13	17	2.6	-23	1.6
CN(C)C(=O)c1cc(C(=O)c2ccccc2Br)c[nH]1
    -1	-11	1	7	-11	5	2.2	-25	2.7
Cc1ccc(S(=O)(=O)N2C[C@@H]3[C@H]4CC[C@H](C4)[C@@H]3[C@@H](C)[C@@H]2c2cn(Cc3ccccc3)c3ncccc23)cc1
    -20	·	-3	-1	4	-8	·	-15	-0.1
CC[n+]1ccc(C)c2cc(P(=O)(c3ccccc3)c3ccccc3)ccc21
    -5	-5	-13	4	-3	24	-0.9	-15	-0.1
Cc1ccc(C(=O)N2CCC(C(=O)NCc3ccco3)CC2)cc1
    -9	-5	-5	2	-6	2	0.4	-8	0.2
CCOc1ccc(NC(=O)c2ccc(OCC3CCCO3)cc2)cc1S(=O)(=O)N(CC)CC (configuration not stated)
    -22	-7	-3	11	8	-20	4.0	23	1.1
O=C(c1ccccc1)N1N=C(c2ccc(F)cc2)CC1c1ccc(F)cc1 (configuration not stated)
    ·	·	-3	6	-14	19	·	1	1.3
CC1CC(C)CN(S(=O)(=O)c2cccc3nsnc23)C1 (configuration not stated)
    -13	-7	-2	-1	4	-12	-0.1	-6	-0.4
Nc1ccc2cc3ccccc3cc2c1
    ·	·	-2	4	-11	13	·	-15	0.6
Cc1ccc(CNc2oc(-c3cccs3)nc2C#N)cc1
    -11	-7	-10	3	12	-10	-0.8	19	0.3
CN1CCN(c2sc(S(C)(=O)=O)nc2S(=O)(=O)c2ccc(Cl)cc2)CC1
    0	0	-13	0	-15	2	1.0	-1	1.5
Cc1cc(NCc2ccco2)n2ncnc2n1
    7	9	-1	0	-7	2	1.9	8	0.8
CCC1(C)N=C(N)Nc2nc3cc(C)c(C)cc3n21 (configuration not stated)
    5	-10	-9	1	11	-24	0.1	-8	-0.1
O=C(Cc1cccc(C(F)(F)F)c1)OCC(=O)N1CCN(S(=O)(=O)c2ccc(Cl)cc2)CC1
    -4	-13	0	4	1	-8	2.6	1	6.9
CCOc1cc(NC(=S)Nc2ccc(Cl)cc2)c(OCC)cc1NC(C)=O
    -18	-7	0	9	-4	-6	-0.5	14	2.0
CC(C)[C@H](NC(=O)[C@@H]1Cc2ccccc2CN1C(=O)OC(C)(C)C)C(=O)NCc1ccco1
    -24	-10	-3	1	-13	10	-0.8	4	0.3
CN(C)S(=O)(=O)NCc1ccc2c(c1)OCO2
    6	-7	-4	9	-3	18	1.7	2	0.7
Cc1ccc(S(=O)(=O)N2CCC(=O)N([C@H](COCc3ccc(Cl)cc3)Cc3ccccc3)CC2)cc1
    ·	·	·	4	3	8	·	4	2.2

Look-ups from the list:
Cc1ccc(S(=O)(=O)N2CCC(=O)N([C@H](COCc3ccc(Cl)cc3)Cc3ccccc3)CC2)cc1 in TAAR1 antagonist is listed with 4
CCOc1ccc(NC(=O)c2ccc(OCC3CCCO3)cc2)cc1S(=O)(=O)N(CC)CC (configuration not stated) in CHO parental Ca is listed with -22

(listing goes on)
Sequence of screens: CHO parental Ca	OXTR potentiator	CHRM1 agonist	TAAR1 agonist	CHO-K1 Ca antag	M1 PAM parental	V1aR counter	TAAR1 antagonist	CHO-K1 Ca ag
Nc1ccc(C(=O)CC(=O)Nc2ccc(Cl)cc2)cc1
    2	-16	-1	7	-3	-10	1.5	-1	0.4
CC12CCC(C(=O)N3CCN(c4ncccn4)CC3)(c3nc4ccccc4nc31)C2(C)C (configuration not stated)
    -25	-3	-2	15	7	-7	-1.5	-8	0.4
Cc1cc(C)c(NC(=O)CN2C(=O)NC(Cc3ccccc3)C2=O)c(C)c1 (configuration not stated)
    -7	3	-2	0	-1	-5	-0.5	-17	-0.5
Oc1ccc(/C(Cc2ccc3ccccc3n2)=N\Nc2ccccc2)c(O)c1
    -12	2	-2	11	-7	1	0.1	-16	-0.4
COc1cc(Cl)c(C)cc1NC(=O)c1ccccc1NC(=O)CN1CCN(C(C)=O)CC1
    ·	·	-1	5	-3	8	·	23	2.4
